# APE1 inh – APE1 (human) endonuclease inhibition. Potency, µM (top dose mostly 65.8 µM), without a hit: at the top dose activity change, negative = inhibition, usual class: inhibitors. P27695. recombinant APE1, TAMRA/BHQ-2 abasic DNA cleavage fluorescence. 350,000 tested, 0.35% active. AID 2517;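 further: potency means the concentration at half of the fitted maximal effect; plate controls were vehicle for no effect and reference inhibitor for full effect; nearly all actives have a fitted effect of over 55% in size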
#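 Kinetic fluorescence read (525 ex/598 em nm, three reads 60 s apart) of AP-site incision; signal = third minus first read. Enzyme 0.75 nM, dual-labelled THF duplex 50 nM, compound preincubation 15 min RT.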
# BLM helicase inh – blocks DNA unwinding by human BLM helicase. 350,000 tested, 0.2% active. P54132. Potency, µM (top dose mostly 56.1 µM), inactives show top-dose activity change, negative = inhibition, hits mostly inhibitors. AID 2528. recombinant BLM DNA unwinding, fluorescence dequenching;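 further: potency means the concentration at half of the fitted maximal effect; plate controls were vehicle for no effect and no enzyme for full effect; nearly all actives have a fitted effect of over 35% in size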
# Target sequence (P54132 whole entry, looked up): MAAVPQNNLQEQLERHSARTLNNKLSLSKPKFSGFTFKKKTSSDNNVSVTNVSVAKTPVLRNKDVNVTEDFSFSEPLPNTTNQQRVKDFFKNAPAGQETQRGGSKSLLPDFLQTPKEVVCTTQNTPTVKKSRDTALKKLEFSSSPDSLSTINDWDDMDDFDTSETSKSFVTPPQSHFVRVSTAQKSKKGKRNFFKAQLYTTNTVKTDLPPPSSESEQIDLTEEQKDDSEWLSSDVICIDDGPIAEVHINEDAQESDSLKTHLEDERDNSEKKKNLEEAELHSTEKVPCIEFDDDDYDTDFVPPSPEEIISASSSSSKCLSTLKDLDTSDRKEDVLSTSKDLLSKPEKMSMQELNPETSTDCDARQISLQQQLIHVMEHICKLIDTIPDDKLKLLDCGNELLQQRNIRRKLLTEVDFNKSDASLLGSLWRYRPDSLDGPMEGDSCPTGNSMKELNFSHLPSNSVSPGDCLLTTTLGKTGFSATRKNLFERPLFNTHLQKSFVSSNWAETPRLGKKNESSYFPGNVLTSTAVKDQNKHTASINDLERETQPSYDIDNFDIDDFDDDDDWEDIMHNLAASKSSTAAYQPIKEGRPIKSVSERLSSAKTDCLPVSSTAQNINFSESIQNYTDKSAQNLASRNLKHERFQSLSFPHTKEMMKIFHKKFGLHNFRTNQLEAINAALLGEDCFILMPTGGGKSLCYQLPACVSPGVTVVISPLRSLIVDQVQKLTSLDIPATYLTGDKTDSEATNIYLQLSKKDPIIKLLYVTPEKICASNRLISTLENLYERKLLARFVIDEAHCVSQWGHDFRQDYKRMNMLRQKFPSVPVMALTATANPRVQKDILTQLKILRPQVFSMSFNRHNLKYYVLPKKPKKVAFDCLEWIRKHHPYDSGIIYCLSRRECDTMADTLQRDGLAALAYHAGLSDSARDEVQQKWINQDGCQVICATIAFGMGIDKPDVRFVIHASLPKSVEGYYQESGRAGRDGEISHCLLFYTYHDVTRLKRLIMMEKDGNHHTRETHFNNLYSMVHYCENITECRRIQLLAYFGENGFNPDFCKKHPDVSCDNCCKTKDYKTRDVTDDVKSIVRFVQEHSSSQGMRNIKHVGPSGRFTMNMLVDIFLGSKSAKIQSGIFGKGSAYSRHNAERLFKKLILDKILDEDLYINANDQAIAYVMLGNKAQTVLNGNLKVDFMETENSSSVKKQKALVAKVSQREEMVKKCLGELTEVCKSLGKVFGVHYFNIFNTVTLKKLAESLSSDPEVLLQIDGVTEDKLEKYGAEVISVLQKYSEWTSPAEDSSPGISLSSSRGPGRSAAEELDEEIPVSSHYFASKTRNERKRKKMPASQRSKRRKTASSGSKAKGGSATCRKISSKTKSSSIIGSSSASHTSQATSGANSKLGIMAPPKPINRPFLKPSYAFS
# POLI inh – DNA polymerase iota (human) inhibition | Q9UNA4 | Pol iota fluorescent replication assay, 10 min | Potency, µM (titrated, usually from 115 µM), for the others: at the top dose activity, negative = inhibition, usual class: inhibitors | 390,000 tested, 1% active | AID 588590; further: potency means the concentration at half of the fitted maximal effect
#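 Pol iota at 10 nM preincubated 15 min with compounds at room temperature; reaction started with fluorescent substrate, 50 nM final. Fluorescence read kinetically at 0 and 10 min; buffer-only wells as negative control.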
# Pol eta inh – blocks human DNA polymerase eta activity | Q9Y253 | recombinant Pol eta, fluorescent DNA replication assay | Potency, µM (top dose mostly 114 µM), for inactives: at the highest dose activity change, negative = inhibition, usual class: inhibitors | 390,000 tested, 1.2% active; further: potency means the concentration at half of the fitted maximal effect; on the % scale 0 is the no-effect control and ±100 the full control effect
#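 Fluorescent replication assay: 50 nM final substrate added after a 15 min room-temperature compound preincubation with 10 nM enzyme. Signal taken at 0 min and again at 10 min.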
# Anesthetic bind – candidate novel general anesthetic via apoferritin binding | Potency, µM (series often up to 77.5 µM), inactives show at the top dose activity change, negative = displacement, usual class: inhibitors | apoferritin/1-aminoanthracene competitive binding, fluorescence | 350,000 tested, 0.074% active | P02791; further: potency means the concentration at half of the fitted maximal effect; on the % scale 0 is the no-effect control and ±100 the full control effect; nearly all actives have a fitted effect of over 20% in size
#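 Read-out: endpoint 1-AMA fluorescence, excitation 380 nm and emission 535 nm, after compounds sit 10 min at room temperature with 10 uM horse-spleen apoferritin in 50% saturated 1-AMA/PBS. Values come from four-parameter Hill fits.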
# POLK inh – DNA polymerase kappa (human) inhibition; Q9UBT6; purified Pol kappa, fluorescent DNA synthesis assay, 10 min; Potency, µM (doses to about 107 µM), for the others: at the top dose activity, negative = inhibition, usual class: inhibitors; 400,000 tested, 0.53% active; AID 588579; further: potency means the concentration at half of the fitted maximal effect; on the % scale 0 is the no-effect control and ±100 the full control effect
#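 Kinetic fluorescence screen: compound preincubated 15 min RT with 10 nM enzyme; 50 nM substrate (final) initiates; reads at 0/10 min.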
# LDHA block – blocks human lactate dehydrogenase A. purified LDHA, NADH/diaphorase-resazurin fluorescence; hits give low values. AID 1347041. P00338. activity change, % (values are at about 110 or 230 µM). 480,000 tested, 0.15% active; in the data active means activity change below about -30%; inconclusive means mostly about -25% to -30%;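 further: plate controls were DMSO wells for no effect and wells without enzyme for full effect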
#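 Resorufin fluorescence (ex540/em590), read at 0 and 20 min after diaphorase/resazurin addition, reports the NADH left after a 5 min room-temperature reaction of 2 nM human LDH5 with 0.06 mM NADH and 0.2 mM pyruvate.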
# Pol beta inh – inhibitors of human DNA polymerase beta; P06746; Pol beta primer extension/strand displacement, fluorescence kinetic; Potency, µM (series often up to 114 µM), without a hit: at the highest dose activity change, negative = inhibition, hits mostly inhibitors; 340,000 tested, 1.3% active; AID 485314; further: potency means the concentration at half of the fitted maximal effect; on the % scale 0 is the no-effect control and ±100 the full control effect
#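 Pol beta (10 nM) was preincubated with compound for 15 min at room temperature. The reaction was then started with 50 nM substrate and read immediately and after a further 10 min at room temperature.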
# Glioma ERSR ind – ER stress response induction in glioma | U87-MG GRP78 promoter luciferase reporter, 16 h | Potency, µM, without a hit: at the top dose activation, usual class: activators | 420,000 tested, 0.02% active; further: potency means the concentration at half of the fitted maximal effect; series mostly up to about 76 µM; % of control where 0% means no effect; nearly all actives have a fitted effect of over 35% in size
#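 Stably transfected U87-MG glioma cells carrying a GRP78-based luciferase sensor; 16 h compound incubation. Luminescence end-point read 10 min after Bright-Glo addition at room temperature.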
# An asterisk follows results filed as active; u = inconclusive; x = no result given; & = joins results of further samples; [ ] = another dose, or the depositor's remark. Unless noted, the call rests on the fitted dose curve; in most records, active means well fitted curve in the direction sought with a large enough effect; inconclusive means small, poorly fitted or top-dose-only effect, or another doubt; inactive means no such curve, though single readings can be large; an effect the other way counts as inactive or inconclusive. The list is partial; rates above refer to the full screens.
APE1 inh,BLM helicase inh,POLI inh,Pol eta inh,Anesthetic bind,POLK inh,LDHA block,Pol beta inh,Glioma ERSR ind,Structure
-3%,1%,u,-8%,6%,1%,6,1%,-5%,O=C1NC(=S)N/C1=C\c1ccccc1OCc1ccc(C(=O)O)cc1
-2%,-1%,23%,1%,-9%,-5%,-4,-1%,8%,Cc1ccc2oc(-c3ccc(C)c(NC(=S)NC(=O)c4cccs4)c3)nc2c1
x,-3%,263%[activator],4%,-10%,2%,-18,12%,0%,CC(NC(=O)CCCn1c(=O)c2cccn2c2cccnc21)c1ccccc1 (configuration not stated)
13%,1%,11%,-9%,-4%,-3%,-4,6%,2%,CCN(CC(=O)NCc1ccc(Cl)cc1)CC(=O)Nc1ccc(C(N)=O)cc1
x,-2%,24%,-19%,-4%,7%,-3,8%,-2%,CC(C(=O)NCc1ccccc1F)n1ccc2cc(S(=O)(=O)N3CCCC3)ccc21 (configuration not stated)
-7%,-2%,-7%,x,-10%,-10%,x,x,-4%,COC(=O)C1=C[C@@H](C(=O)OC)C2C3=C(C(=O)[C@@]2(C)NC(=O)c2ccccc2)[C@H](c2ccccc2)n2c(=O)n(-c4ccccc4)c(=O)n2[C@@H]3C1 (some centres not stated)
20%,0%,88%[activator],-4%,-5%,1%,-8,21%,6%,COc1ccc(CCc2nnc(CCC(=O)NCc3ccc4ncccc4c3)o2)cc1
-6%,-10%,-7%,0%,-10%,-20%,2,u,2%,O=C(c1cc(-c2ccco2)on1)N1CCN(c2ccccc2)CC1
1%,-2%,-9%,-19%,-13%,-2%,-2,1%,-1%,O=C(NC(=S)Nc1cc([N+](=O)[O-])ccc1Cl)c1ccccc1
1%,1%,-9%,-8%,-9%,6%,4,18%,-2%,Cc1oc(C(C)(C)C)c(CN2CCCC2)c1C(=O)O
-44%,-1%,37%[activator],-6%,-7%,-5%,-4,19%,-5%,COc1ccc(CNC(=O)C2CCN(C(=O)c3ccco3)CC2)cc1
-3%,x,16%,-12%,x,-22%,-2,x,1%,CN1CC(=O)N2[C@H]3c4ccccc4OC[C@@H]3[C@H](c3ccccc3)[C@]2(C)C1=O
10%,0%,31%,-25%,u,-1%,-4,2%,-3%,O=c1[nH]c2ccc(S(=O)(=O)N3CCCCC3)cc2s1
42%[activator],0%,90%[activator],-15%,-16%,-16%,-4,1%,-3%,NS(=O)(=O)c1ccc(CCNC(=O)C(=O)NCC2OCCN2S(=O)(=O)c2ccc(F)cc2)cc1 (configuration not stated)
x,1%,37%[activator],3%,-9%,-10%,4,7%,-3%,CN1CCc2nc3sc(C(=O)Nc4ccccc4C(F)(F)F)c(N)c3cc2C1
x,x,7%,3%,x,2%,-12,x,-4%,CC1(C)OC1(C#N)c1ccccc1 (configuration not stated)
-1%,0%,6%,-10%,4%,12%,-5,-20%,1%,C/C=C(\C)C(=O)NNC(=O)c1sc(-c2ccccc2)nc1C
-9%,-5%,u,6%,4%,-20%,15,11%,12%,COc1ccc(C2Nc3ccccc3NC3=C2C(=O)CC(C)(C)C3)cc1O (configuration not stated)
-2%,-1%,-43%,9%,-11%,-6%,-7,23%,-3%,CCOc1cc(/C=N\NC(=O)c2ccc(NC(=O)CC)cc2)ccc1OC(=O)c1ccccc1
-5%,1%,x,x,u,x,x,u,x,O=S(=O)([O-])CCC[n+]1c(/C=C\Nc2ccccc2)oc2ccc(-c3ccccc3)cc21
0%,-4%,89%[activator],-7%,-14%,-19%,-6&-15,1%,-2%,CCCCCOC(=O)CSc1nc2c(c(=O)[nH]c(=O)n2C)n1Cc1ccc(Cl)cc1
4%,0%,34%,-12%,-6%,0%,4,18%,-4%,CN(C)c1ccc(CNC(=O)C2CCN(S(=O)(=O)c3ccc4c(c3)CCCC(=O)N4)CC2)cc1
17%,x,4%,-1%,x,-15%,-1,x,-3%,CC(Sc1nnc(-c2ccco2)n1N)C(=O)NCC1CCCO1 (configuration not stated)
-13%,-11%,23%,-3%,0%,5%,-2,54%,-4%,O=C(c1ccc(OC2CCN(Cc3ccc(C(F)(F)F)cc3)CC2)cc1)N1CCCCC1
-8%,1%,22%,-11%,-11%,10%,0,0%,-5%,COc1ccc(NC(=O)C2CCCN(S(=O)(=O)c3ccc(Cl)cc3)C2)cc1OC (configuration not stated)
x,-4%,u,-2%,-14%,-7%,-15,0%,-1%,O=C(Cn1c(SCc2ccccc2F)nc2ccncc21)Nc1ccccc1C(F)(F)F
-6%,-1%,3%,-19%,9%,-6%,6,11%,-4%,Cc1ccc(S(=O)(=O)N2CCC(C(=O)Nc3nnc(COc4ccccc4)s3)CC2)cc1
0%,-11%,16%,-7%,-7%,1%,11,15%,1%,O=C(CSc1nc2c(c(C(F)(F)F)n1)CCc1ccccc1-2)NCc1ccc(F)cc1
5%,1%,3%[58.9 µM],-8%,-13%,-14%,-9,-1%,-3%,CC(C)(C)c1ccc(S(=O)(=O)NCc2ccc(C(=O)N3CCCC3)cc2)cc1
x,-4%[21.4 µM],x,x,12%[29.3 µM],-4%[12 µM],x,x,-5%,C[C@@H](CNC1CCCCC1)OC(=O)c1ccccc1
-4%,-1%,u,3%,7%,-1%,-1,36%,-5%,Cc1c(OC(C)C(=O)NCCN2CCOCC2)ccc2c(-c3ccccc3)cc(=O)oc12 (configuration not stated)
u,-1%,10%,-19%,-17%,-6%,0,7%,3%,CCOC(=O)CSc1nnc(-c2c[nH]c3ccccc23)n1CC
3%,x,u,-9%,x,-27%,0,x,0%,COc1cc(/C=C/C(=O)Nc2ccc(OC)c(S(=O)(=O)N3CCOCC3)c2)ccc1OCC#N
u,-14%,104%[activator],-16%,u,-7%,3,2%,15%,Cc1cc(C(=O)COC(=O)c2ccc(O)cc2)c(C)n1CCc1ccc(F)cc1
-4%,3%,u,-18%,-8%,-23%,-6,18%,-5%,O=C(C1CC1)N1CCN(c2ccnc3cc(Cl)ccc23)CC1
10%,-10%,30%,-24%,35%[activator],-8%,-4,1%,4%,COc1ccc(C2CC(c3cccs3)=Nc3ccccc3S2)cc1 (configuration not stated)
x,-13%,43%[activator],-24%,-6%,-2%,17,-12%,-4%,COc1ccc(OC)c(NC2=C(c3ccccc3)C(=O)c3ccccc32)c1
0%,-9%,49%[activator],-22%,-8%,-2%,2,-28%,-8%,CN(C)c1ccc(C(=O)Nc2nc3c(s2)CCCC3)cc1
-3%,-17%,u,u,u,-4%,51,4%,16%,COC(=O)CN1C(=O)S/C(=C/c2ccc(N3CCCCC3)o2)C1=O
-1%,-7%,x,x,-1%,6%[60.1 µM],x,x,-4%,CC(C)ON(CC(=O)NO)S(=O)(=O)c1ccc(-c2ccccc2)cc1
-1%,-17%,7%,-12%,-12%,-11%,-3,25%,-4%,Oc1ccc(N=Nc2nc(-c3ccccc3)c(-c3ccccc3)[nH]2)cc1
-12%,155%[activator],6%,-9%,-17%,-10%,1,2%,-12%,COc1ccc2cc1Oc1ccc(cc1)CC1c3c(cc(OC)c4c3Oc3cc5c(cc3O4)CCNC5C2)CCN1C (configuration not stated)
-13%,x,14%,-7%,x,2%,-5,x,-6%,C[C@@H]1COC(=O)[C@H](CC(=O)OC(C)(C)C)C/C=C\C[C@H](CC(=O)NCCO)C(=O)N1
25%,-6%,-10%,-14%,-10%,-8%,-7,4%,-1%,COc1ccc(C(=O)Oc2cccc(/C=N/NC(N)=S)c2)cc1
-5%,-2%,-12%,-13%,u,-9%,2,1%,11%,Cc1ccc(-n2c(C)csc2=N)cc1
x,-5%,18%,-15%,-5%,-10%,2,0%,-2%,CCOc1ccc(CC(=O)Nc2c(C(=O)c3ccc(C)cc3)oc3ccccc23)cc1OCC
15%,-4%,u,-9%,-6%,0%,-2,19%,-7%,CC(NC(=O)/C(C#N)=C/c1ccc(C(=O)O)cc1)c1ccccc1 (configuration not stated)
x,-5%,0%,-23%,-8%,2%,3,24%,-5%,Cc1cc(CN2CCN(c3cccc(C)c3C)CC2)cs1
-2%,-3%,9%,1%,-18%,-4%,-3,27%,-6%,Cc1oc(-c2cccc(Cl)c2)nc1CS(=O)(=O)CC(=O)NCCN1CCOCC1
3%,-5%,-2%,-3%,1%,0%,0,6%,2%,Cc1cccc(NC(=O)c2sc(C)nc2C)c1
27%,-8%,50%[activator],3%,-6%,-3%,0,11%,0%,COc1ccc(CNC(=O)CSc2n[nH]c(N)n2)cc1
x,x,u,-15%,x,1%,-2,x,-4%,CCN(CC)CCOC(=O)c1ccc(NC(=O)CSc2nnc(-c3cccs3)n2CC)cc1
1%,-1%,5%,7%,-16%,-2%,-11,-23%,-2%,O=C(NNC(=O)c1sc2ccccc2c1Cl)Nc1ccc(Cl)cc1
-15%,0%,4%,-3%,-2%,2%,-10,6%,-3%,CCC(=O)N(CCc1ccccc1C)Cc1cc2ccc(C)cc2[nH]c1=O
35%,-9%,33%[activator],-22%,846%[activator],-7%,2,2%,-4%,CN1C(=O)c2cccc3c(S(=O)(=O)N(C)C)ccc1c23
16%,-6%,7%,-25%,-6%,-4%,-6,26%,-4%,COc1ccc(N=C2SC(CC(=O)Nc3ccc(F)cc3)C(=O)N2Cc2ccco2)cc1 (configuration not stated)

# At a glance, some entries already given:
APE1 inh,BLM helicase inh,POLI inh,Pol eta inh,Anesthetic bind,POLK inh,LDHA block,Pol beta inh,Glioma ERSR ind,Structure
1%,-1%,5%,7%,-16%,-2%,-11,-23%,-2%,O=C(NNC(=O)c1sc2ccccc2c1Cl)Nc1ccc(Cl)cc1
-15%,0%,4%,-3%,-2%,2%,-10,6%,-3%,CCC(=O)N(CCc1ccccc1C)Cc1cc2ccc(C)cc2[nH]c1=O
35%,-9%,33%[activator],-22%,846%[activator],-7%,2,2%,-4%,CN1C(=O)c2cccc3c(S(=O)(=O)N(C)C)ccc1c23
16%,-6%,7%,-25%,-6%,-4%,-6,26%,-4%,COc1ccc(N=C2SC(CC(=O)Nc3ccc(F)cc3)C(=O)N2Cc2ccco2)cc1 (configuration not stated)

# Source: PubChem
